CXCR6 block: inhibitors of human CXCR6 receptor; O00574; CHO-K1 PathHunter CXCR6 beta-arrestin, luminescence; inhibition, % at 20 µM; actives 0.36% (n = 360,000); AID 602244; in the data active = inhibition above about 34%, passing the limit was not always enough;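 also: antagonist mode with CXCL16 agonist at 10 nM final; 0% = 10 nM CXCL16 with DMSO and 100% = unstimulated wells without agonist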
Target sequence (O00574 whole entry, looked up): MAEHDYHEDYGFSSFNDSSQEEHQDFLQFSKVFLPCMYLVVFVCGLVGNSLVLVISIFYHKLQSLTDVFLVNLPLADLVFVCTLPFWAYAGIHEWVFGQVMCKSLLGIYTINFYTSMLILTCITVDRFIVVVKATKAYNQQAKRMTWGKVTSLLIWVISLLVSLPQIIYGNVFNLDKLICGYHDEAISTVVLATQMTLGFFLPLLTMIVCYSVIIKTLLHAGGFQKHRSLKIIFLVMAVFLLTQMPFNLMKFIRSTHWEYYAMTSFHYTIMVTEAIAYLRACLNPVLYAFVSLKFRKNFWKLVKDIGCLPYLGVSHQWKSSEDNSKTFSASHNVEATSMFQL
An asterisk follows results filed as active.

SMILES | CXCR6 block
COc1ccc(-c2ccc(C(=O)Nc3cccc(C(C)=O)c3)c3occc23)c(C)c1 | 5
COc1ccccc1C(=O)NC(=S)Nc1ccc(N2CCOCC2)cc1 | 10
CCCCc1ccc(S(=O)(=O)NC(=O)C2(C)CCN2C(=O)c2ccccc2)cc1 (stereo unspecified) | 7
O=C(Nc1ccc(C(=O)N2CCOCC2)cc1)c1ccccc1Cl | -2
COc1cccc(C(NC(=O)C2CCN(CCCOc3ccccc3)CC2)c2ccccn2)c1 (stereo unspecified) | 8
O=C1Nc2ccccc2N=C(c2ccc3c(c2)OCO3)C1N(C(=O)c1ccc2ccccc2c1)C1CC1 (stereo unspecified) | 4
CCc1cccc(NC(=O)c2cc(S(=O)(=O)N3CCCCC3)ccc2N2CCOCC2)c1 | 7
CCSc1nc(COC(=O)NC)c(COC(=O)NC)n1C | -4
O=C(CSc1nnc2ccc(-c3ccccn3)nn12)Nc1ccc(F)cc1 | -3
COC(=O)[C@@]1(C(C)C)N=C(c2cc(OC)c(OC)c(OC)c2)[C@]2(O1)C(=O)Nc1ccc(F)cc12 | 4
C=CCCC(=O)N1C[C@H]2CCN(C)[C@H]2C[C@H]1c1ccc(Br)cc1 | 2
CN1CCN(c2ccc(-c3cccc4nccn34)cn2)CC1 | -6
O=[N+]([O-])c1ccc(NN=Cc2cccc([N+](=O)[O-])c2)cc1 | -2
Cc1ccc2c(c1)C=CC(C#N)N2C(=O)Oc1ccccc1 (stereo unspecified) | 10
Cn1c(=O)c2cc(NC(=O)Cc3ccccc3F)ccc2n1-c1ccc(C(C)(C)C)cc1 | 2
Nc1ccc(-c2nc3ccc(C(=O)O)cc3s2)cc1 | -5
O=c1[nH]c2cc(O)ccc2c2ccccc12 | -4
COCCNC(=O)C1(C)CCN(C(=O)c2cc(-c3ccccc3)cs2)C1 (stereo unspecified) | -4
Cc1ncc([N+](=O)[O-])n1CC(=O)Nc1ccccc1Cl | -6
COc1ccc(-c2nc3c4ccccc4ccn3c2Cc2ccccc2)cc1OC | 16
CC(C)(CO)CNc1ccn2nccc2n1 | -3
CC(=O)N1CCN(Cc2cc(=O)oc3cc(C)ccc23)CC1 | -11
O=C(Nc1ccccc1Cl)c1cc(C2CCCN(C(=O)C3CCCCC3)C2)on1 (stereo unspecified) | 6
CN(C)c1ccc(/C=C2\c3ccccc3C(=O)N2c2ccccc2)cn1 | -1
OC[C@@H]1CN(Cc2ccc(F)cc2)C[C@H](n2cnc3c(NC4CCCC4)ncnc32)O1 | 4
Cc1nn(C)c(C)c1/C=C(\C#N)S(=O)(=O)c1ccc(F)cc1 | 10
Cc1ccc2nc(-c3ccccc3)nn2c1 | 2
CC(C)(C)OC(=O)N(CCc1ccccc1)Cc1ccc(OCc2cccc(NC(=O)c3ccccc3)c2)cc1 | 8
CCCCNC(=O)C1(C)CCCCN1Cc1ccccc1-c1ccccc1 (stereo unspecified) | 36
CC[C@H](C)/C=C(C)/C=C/c1cc2c(cn1)C(=O)[C@@](C)(OC(C)=O)C(O)=C2Cl | 18
CCN(CC)CCCNC(=O)CNC(=O)c1nn(-c2ccc(OC)cc2OC)c(=O)c2ccccc12 | 1
COc1cccc(-c2cnc(C(O)c3ccc(C)cc3)[nH]2)c1 (stereo unspecified) | 1
COc1ccc(Cl)cc1CC1(C)C(=O)Nc2ccc(S(=O)(=O)NC3CCCCC3)cc21 (stereo unspecified) | -9
S=C1NCC(c2ccccc2)S1 (stereo unspecified) | -9
FCc1nc2nc(Cl)c(Cl)nc2[nH]1 | 2
C[C@H](CO)N1C[C@H](C)[C@@H](CN(C)C(=O)Nc2ccccc2F)Oc2ncc(Br)cc2C1=O | 7
O=C1OCCC1=CN1CCCCC1 | 4
CCc1cc(C(=O)Nc2cc(S(=O)(=O)N3CCOCC3)ccc2N2CCN(CC)CC2)sc1C | 3
Cn1c(NCc2ccccc2F)nc2cc(-c3cccc(C(F)(F)F)c3)sc2c1=O | 3
O=C(C1CCCCC1C(=O)N1CCCCC1)N1CCCCC1 (stereo unspecified) | -2
CCOc1cc2c(c3c1C(c1ccccc1)N(S(=O)(=O)c1ccc(C)cc1)C3)C(=O)C=CC2=O (stereo unspecified) | 30
CC(C)C[C@H]1CNC(=O)C(=O)N1C[C@H]1CCCN1C[C@H](CC(C)C)N1C[C@H](CC(C)C)N(CCc2ccccc2)C(=O)C1=O | 7
Clc1ccc2nc(-c3ccccn3)c(Nc3ccc4c(c3)OCO4)n2c1 | 30
Cn1c(=O)c2c(-c3ccccc3)n(-c3ccc(N)cc3)cc2n(C)c1=O | -5
COc1ccc(NC(=O)C2(C)Cc3c(-c4ccccc4)ccnc3O2)cc1OC (stereo unspecified) | 2
CCCn1cnc2c(SCCc3ccccc3)nc(N)nc21 | 3
Nc1nc(=S)c2[nH]c(=S)[nH]c2[nH]1 | 1
CC(C)C[C@H](NC(=O)CC[C@H]1O[C@@H](n2ccc(=O)[nH]c2=O)[C@H](O)[C@@H]1O)C(=O)O | -2
COc1cc(NC(=O)CN2C(=O)COc3ccccc32)cc(OC)c1 | 7
CNC(=O)C[C@H]1C(=O)N(CCc2ccccc2)C[C@@H]1Cc1ccccc1 | -3

Next entries.
SMILES | CXCR6 block
FC(F)(F)C1=NNC(c2ccc3ccccc3c2)=NN1 | -1
Cc1cc2c(SCc3ccccc3Cl)nc(N)nc2nc1C | -6
CC(C)C1Cc2[nH]c(=S)[nH]c(=O)c2C(c2ccc(Cl)cc2)O1 (stereo unspecified) | -3
CCN1C[C@@H]2[C@@H]3C(=O)N(Cc4ccccc4)C(=O)[C@@H]3[C@](CC)(C1=O)N2C(=O)c1ccc(Br)cc1 | -7
Cc1ccc(-c2cc(C(=O)N/N=C/c3c(C)nn(-c4ccccc4)c3C)[nH]n2)cc1 | -6
O=C1[C@H]2[C@@H](c3ccccc3)N[C@]3(CCCN(Cc4ccc(Br)cc4)C3=O)[C@H]2C(=O)N1Cc1ccccc1 | 5
CC(=O)N1N=C(c2ccc(Br)cc2)CC1c1ccc(Br)cc1 (stereo unspecified) | 6
Cn1cccc1/C=C1\SC(=S)N(NC(=O)c2ccccc2Cl)C1=O | 21
O=C(NCc1ccccc1Cl)C1CCN(C(=O)c2ccc(F)cc2)CC1 | 3
CC(=O)c1ccc2cc3c(cc2c1)OCO3 | 6

The final 5 records of the part above open the next one:
SMILES | CXCR6 block
O=C1[C@H]2[C@@H](c3ccccc3)N[C@]3(CCCN(Cc4ccc(Br)cc4)C3=O)[C@H]2C(=O)N1Cc1ccccc1 | 5
CC(=O)N1N=C(c2ccc(Br)cc2)CC1c1ccc(Br)cc1 (stereo unspecified) | 6
Cn1cccc1/C=C1\SC(=S)N(NC(=O)c2ccccc2Cl)C1=O | 21
O=C(NCc1ccccc1Cl)C1CCN(C(=O)c2ccc(F)cc2)CC1 | 3
CC(=O)c1ccc2cc3c(cc2c1)OCO3 | 6
CN(C)C(=O)NC1C=CS(=O)(=O)C1 (stereo unspecified) | -4
O=C1NCCN1CCNc1nc(NCC2CC2)nc2cc(-c3ccccc3)sc12 | 9
CCOC(=O)c1c(NC(=O)CSc2nncn2C)sc(C)c1C | 0
CSc1ncccc1C(=O)N1CCCC(Nc2ccc(F)c(F)c2)C1 (stereo unspecified) | 2
Brc1ccc(-c2noc(CCc3ccccc3)n2)cc1 | -2
CCCCCCN1C[C@H](n2cc(COC(=O)c3ccccc3)nn2)[C@@H](O)C[C@@H]1c1ccc(Cl)cc1 | -8
COc1cc(NC(=O)c2ccc(-c3c(C)noc3C)c3ccoc23)cc(OC)c1OC | -1
Cc1ccc(S(=O)(=O)N2C[C@]3(O)C[C@@H]4C(=O)N(c5ccccc5)C(=O)[C@@H]4C[C@]3(OC(=O)NC3CC3)C2)cc1 | -4
C[C@@H]1CN([C@H](C)CO)C(=O)c2c(c3ccccc3n2C)-c2ccccc2CO[C@@H]1CN(C)S(=O)(=O)c1cccs1 | 8
O=C(COC(=O)c1cc(S(=O)(=O)N2CCCCC2)ccc1N1CCOCC1)c1ccccc1Cl | 6
COc1cc(/C=N/Nc2ccc(Cl)cc2)ccc1OC(=O)c1cccs1 | 0
c1ccc2c(c1)C1=NCCN1c1ccccc1-2 | 5
Cc1cccc(N2CCN(C(=O)c3ccc4ncsc4c3)CC2)c1C | -3
COc1cc(CN2C[C@@H](CO)O[C@@H](n3cnc4c(NCc5ccco5)ncnc43)C2)cc(OC)c1OC | -2
COc1cc(-c2cnc3c(NC=O)cc(-c4ccc(N5CCN(C)CC5)cc4)cn23)cc(OC)c1OC | 2
CC(C)[C@@H]1Cc2[nH]c(=O)[nH]c(=O)c2[C@H](c2ccc(F)cc2)O1 | 1
Cc1ccc(S(=O)(=O)/N=C2\C=C(NS(=O)(=O)c3ccccc3)C(=O)c3ccccc32)cc1 | 26
Nc1nc(N)c2c(n1)CN(Cc1ccc(Cl)cc1)C2 | -7
COC(=O)c1ccccc1NN=Nc1ccccc1[N+](=O)[O-] | -4
CCCC(=O)N1CCC1(C)C(=O)Nc1cc(C)ccc1C (stereo unspecified) | 3
Cc1cnc(CN(C)C(=O)C2CCC(=O)N(CCc3ccc(Cl)cc3)C2)[nH]1 (stereo unspecified) | -9
CCc1nc2c(OCC(=O)C(C)(C)C)cccn2c1N(C)C(=O)C(C)C | 4
CCOc1ccccc1Nc1nc(N)nc(Cl)c1CC | 2
CCOC1=C2[C@H](c3ccc(CC)cc3)N(S(=O)(=O)c3ccc(C)cc3)C[C@H]2n2c(=O)n(-c3ccccc3)c(=O)n2C1 | 0
Cc1cc(C)c(NC(=O)/C(=C/c2ccccc2)c2ccccc2)c(C)c1 | -4
CNC(=O)C[C@H]1C(=O)N(C2CCCCC2)C[C@@H]1c1ccc(Br)cc1 | 5
CC(=O)N1c2ccccc2Sc2ccc3ccccc3c21 | 8
O=C(Nc1ccc(N2CCCC2)c(Cl)c1)c1ccc([N+](=O)[O-])o1 | -4
Nc1ncnc2c1ncn2[C@@H]1O[C@H](CNC(=O)[C@H](N)Cc2cccnc2)[C@@H](O)[C@H]1O | -2
CC1(C(=O)NS(=O)(=O)c2ccc(F)cc2F)CCN1C(=O)Cc1ccccc1 (stereo unspecified) | -12
COc1ccc(CCc2ccnc3ccccc23)cc1 | -1
CC(C)C1C(=O)N(Cc2cn(CCC3OCCO3)nn2)CCS(=O)(=O)N1Cc1ccc(-c2ccc(F)cc2)cc1 (stereo unspecified) | 0
CCN(CC)C(=O)c1ccc2nc([C@@H]3O[C@H](CO)[C@H](O)[C@H](O)[C@H]3O)[nH]c2c1 | 7
C[C@H](CO)N1C[C@H](C)[C@H](CN(C)S(=O)(=O)c2cccc(F)c2)OCc2ccccc2-c2c(n(C)c3ccccc23)C1=O | 7
O=C1Nc2ccccc2Cc2ccccc21 | -4
Cc1c(C)c2ccc(OCC(=O)N[C@@H](Cc3ccccc3)C(=O)O)cc2oc1=O | 1
O=C(c1ccc([N+](=O)[O-])cc1)N(Cc1ccccc1)Cc1ccccc1 | 2
CCOC(=O)C(C)Oc1ccc(C2NC(=O)NC(C)=C2C(=O)Nc2ccccc2C)cc1 (stereo unspecified) | 1
COc1ccc(C(CC(=O)c2ccc(C)cc2)Sc2ccccc2N)cc1 (stereo unspecified) | 2
CC(C)C[C@H]1CN(CCCC[C@H]2CNC(=O)C(=O)N2CCc2ccc(O)cc2)C(=O)C(=O)N1CCc1ccc(O)cc1 | -3
O=[N+]([O-])c1nccn1CC(O)CO (stereo unspecified) | 0
O=S(CC(O)(c1ccccc1)c1ccccc1)CC(O)(c1ccccc1)c1ccccc1 | -2
COC(=O)c1ccc2nc(-c3ccccc3)c(Cc3ccccc3OC)n2c1 | 14
O=C1NC(Cc2ccc(O)cc2)c2nc3ccc(Br)cc3c(=O)n2-c2cc3ccccc3cc21 (stereo unspecified) | -7
OCC[C@@H]1C[C@H](O)[C@@H](O)[C@@]2(OCCCc3cc(Cl)ccc32)O1 | -3
COC(=O)[C@@]1(Cc2ccc(F)cc2)[C@H]2c3cc(C(=O)N(C)C)n(Cc4ccc(S(C)(=O)=O)cc4)c3C[C@H]2CN1C(=O)c1ccccc1 | 3
O=C(c1ccccc1)c1ccc(C(=O)N2CCN(c3ccccc3O)CC2)cc1 | -1
C[C@@H]1CN([C@H](C)CO)C(=O)c2cc(Br)cnc2O[C@@H]1CN(C)Cc1ccc(-c2ccccc2)cc1 | 1
COc1ccc(CCNC(=O)CCCn2c(=S)[nH]c3cc4c(cc3c2=O)OCO4)cc1OC | 0
Oc1cccnc1CN1CCOCC1 | 1

Carrying on:
SMILES | CXCR6 block
CC1(C(=O)NS(=O)(=O)C2CC2)CCCN(C(=O)c2ccc3ccccc3c2)C1 (stereo unspecified) | 5
CC(C)(C)n1c(O)c2n(c1=O)Cc1ccccc1N=C2c1ccccc1 | -4
CN(c1ccccc1)S(=O)(=O)c1cccc(NC(=O)CCNC(=O)c2ccco2)c1 | -16
COc1ccc(C2=CC(=O)C[C@H](CN3C(=O)c4ccccc4C3=O)N(C(=O)OC(C)(C)C)O2)cc1 | 8
Cc1nc(SCC(=O)N2CCCC2=O)c2c(C)c(C)sc2n1 | 4
C[C@@H]1CN([C@H](C)CO)C(=O)CCCn2nncc2CO[C@@H]1CN(C)S(C)(=O)=O | 0
CCOP(=O)(OCC)/C(C#N)=C/c1cc(OC)ccc1OC | -3
Cc1ccccc1Cn1c(C)c(C(=O)NCC(C)C)sc1=O | 9
CC(C)(C)OC(=O)N(CCc1ccccc1)Cc1ccccc1OCc1ccc(NC(=O)C2CCC2)cc1 | 2
Cc1ccc(NC(=O)C2c3ccccc3-c3ccccc32)cc1 | 3
CCCS(=O)(=O)NC(=O)C1(C)CCCN(C(=O)c2cccc3ccccc23)C1 (stereo unspecified) | 2

From PubChem BioAssay

The list is partial; the hit share may differ from the screen's.
